Glioma ERSR ind – induces the endoplasmic reticulum stress response in human glioma cells | U87-MG GRP78 promoter luciferase reporter, 16 h | Potency, µM, inactives show top-dose activation, actives largely listed as activators | 0.02% of 420,000 active | AID 602332; further: potency means the concentration at half of the fitted maximal effect; series mostly up to about 76 µM; % of control where 0% means no effect; nearly all actives have a fitted effect of over 35% in size
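ERSR induction read as luciferase luminescence (Bright-Glo, 10 min at room temperature) in stably transfected human U87-MG glioma cells exposed to compounds for 16 h, using GRP78 as sensor.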
D1 ag – activates the human D1 dopamine receptor; P21728; activation, % at 2 µM; HEK293 T-REx D1 cells, calcium flux, agonist mode; 1% of 360,000 active; in the data active means activation above about 30%; further: 0% is about no effect
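Tetracycline-induced HEK293 TREx D1 cells, force-coupled to calcium signalling, were dye-loaded with a no-wash calcium kit. Compound was pin-added after a 10 s baseline. Fluorescence was read kinetically at 1 cycle/s for 180 s, with calcium rises flagged as agonism.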
D2 PAM – positive allosteric modulators of human D2 dopamine receptor; P14416; HEK293 T-REx D2, calcium flux, EC20 dopamine potentiation; potentiation, % at 10 µM; 0.34% of 340,000 active;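 active means potentiation over 3 SD above the plate norm, cut at about 30% in these data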; further: 0% is about no effect
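Using a no-wash calcium dye in inducible, force-coupled HEK293 Trex cells expressing D2, we tracked fluorescence each second for 180 s after compound, then for 180 s after EC20 dopamine to detect augmented signalling.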
D1 antagonist – human D1 dopamine receptor antagonism | P21728 | HEK293 TREx D1 cells, calcium flux, dopamine EC80; hits give low values | activity change, negative = inhibition, % at 10 µM | 3.2% of 360,000 active | AID 504652; in the data active means activity change below about -30%; further: on the % scale 0 is the no-effect control and ±100 the full control effect
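Tetracycline-induced HEK293 Trex D1 cells, force-coupled to calcium, dye-loaded; compounds added and read 180 s, then EC80 dopamine added and calcium flux tracked kinetically another 180 s.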
RXFP1 antagonist – antagonists of human relaxin receptor RXFP1; activity change, negative = inhibition, % at 57.5 µM; Q9HBX9; 0.59% of 350,000 active; HEK293-RXFP1, relaxin-stimulated cAMP HTRF, 30 min; hits give low values;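 active means activity change of -60% or lower, but not beyond a set lower limit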; further: on the % scale 0 is the no-effect control and ±100 the full control effect
Vif-APOBEC3F blk – Vif-A3F binding inhibition; 0.2% of 390,000 active; Potency, µM (series often up to 46.1 µM), inactives show at the top dose activity, negative = active; HeLa A3F-eYFP + Vif (tagged APOBEC3F with the HIV-1 protein that degrades it), YFP fluorescence increase; AID 602313; further: potency means the concentration at half of the fitted maximal effect; % of control where 0% means no effect; nearly all actives have a fitted effect of over 65% in size
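HeLa cells stably expressing A3F-eYFP plus Vif, plated and incubated overnight at 37 deg C, then exposed to compounds overnight at 37 deg C. Blocked degradation read as raised yellow fluorescence (Ex 488/Em 500-530).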
D1 PAM – potentiators of human D1 dopamine receptor | HEK293 TREx D1 cells, calcium flux, dopamine EC20 potentiation | P21728 | AID 504651 | 0.036% of 360,000 active | potentiation, % at 10 µM; in the data active means potentiation above about 30%; further: 0% is about no effect
Vif-APOBEC3G blk – inhibitors of Vif-APOBEC3G interaction | 0.076% of 410,000 active | AID 602310 | Q9HC16 | HeLa A3G-eYFP + Vif (tagged APOBEC3G with the HIV-1 protein that degrades it), YFP fluorescence, overnight | Potency, µM (series often up to 46.1 µM), for the others: top-dose activity, negative = active, most hits filed as inhibitors;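 further: potency means the concentration at half of the fitted maximal effect; on the % scale 0 is the no-effect control and ±100 the full control effect; nearly all actives have a fitted effect of over 60% in size; hits raise eYFP signal because A3G escapes Vif-driven loss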
Target sequence (Q9HC16 whole entry, looked up): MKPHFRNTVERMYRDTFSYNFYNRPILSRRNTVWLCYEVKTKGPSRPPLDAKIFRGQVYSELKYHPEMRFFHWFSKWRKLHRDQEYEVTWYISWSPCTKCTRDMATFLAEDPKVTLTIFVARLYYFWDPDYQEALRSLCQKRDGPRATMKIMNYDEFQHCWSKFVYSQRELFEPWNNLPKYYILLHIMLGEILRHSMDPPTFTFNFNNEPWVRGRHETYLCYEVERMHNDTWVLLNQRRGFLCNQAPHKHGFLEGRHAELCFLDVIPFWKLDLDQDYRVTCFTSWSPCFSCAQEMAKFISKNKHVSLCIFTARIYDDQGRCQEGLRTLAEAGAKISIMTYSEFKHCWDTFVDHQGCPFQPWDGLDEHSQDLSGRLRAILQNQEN
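Read-out is eYFP fluorescence (Ex 488/Em 500-530) from Vif-expressing HeLa A3G-eYFP cells; more signal means A3G escaped Vif-mediated degradation. Cells plated overnight, compound pinned in, incubated overnight at 37 deg C.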
RXFP1 agonist – activates the human relaxin receptor RXFP1; HEK293T-RXFP1 cAMP TR-FRET, 30 min; response scale: percent of porcine relaxin response, buffer zero; Potency, µM (highest dose often 57.5 µM), for inactives: at the top dose activation, actives largely listed as activators; 0.3% of 370,000 active; Q9HBX9; AID 2676; further: potency means the concentration at half of the fitted maximal effect; on the % scale 0 is the no-effect control and ±100 the full control effect; nearly all actives have a fitted effect of over 60% in size; many of its hits are not listed in these tables
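HEK293 cells stably expressing RXFP1, treated 30 min at 37C with compounds plus PDE4 inhibitor Ro 20174; cAMP measured by HTRF TR-FRET. Normalized to buffer and 29 nM porcine relaxin; EC50 by Hill fit.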
Active calls of the source: *; x = no result given. Unless noted, the call rests on the fitted dose curve; in most records, active means well fitted curve in the direction sought with a large enough effect; inconclusive means small, poorly fitted or top-dose-only effect, or another doubt; inactive means no such curve, though single readings can be large; an effect the other way counts as inactive or inconclusive. Not all compounds are listed; rates above refer to the full screens.

1) CC(C)COc1ccc(C(=O)Nc2ccc(S(=O)(=O)Nc3ncccn3)cc2)cc1
2) O=C(COc1ccc(S(=O)(=O)Nc2ccccc2)cc1)N1CCOCC1
3) CCC(C)c1ccccc1OCCCCN1CCCC1 (centres undefined)
4) CCN(c1ccccc1)S(=O)(=O)c1cccc(C(=O)NCC(c2ccco2)N2CCCC2)c1 (centres undefined)
5) CC1=C(C(=O)N(C(C)C)C(C)C)CC(CC(=O)NCCN2CCOCC2)C(=O)N1Cc1ccccc1 (centres undefined)
6) O=c1c2[nH]c3ccccc3c2nc2n1CCS2

screen / no.	1	2	3	4	5	6
Glioma ERSR ind	-4.3%	-1.6%	-4.3%	-1.4%	-3.8%	8.3%
D1 ag	0.8	1.3	5.8	10.7	x	2.0
D2 PAM	1.5	5.0	-22.6	-25.8	x	5.8
D1 antagonist	-5.5	8.8	2.4	-0.4	x	15.6
RXFP1 antagonist	-10.4	1.1	-25.0	-9.4	-2.0	-7.5
Vif-APOBEC3F blk	0.4%	0.2%	6.0%	-16.2%	-0.3%	-7.8%
D1 PAM	-1.6	-0.7	-14.4	8.9	x	1.1
Vif-APOBEC3G blk	-4.7%	1.1%	-3.9%	-0.8%	-0.9%	-0.5%
RXFP1 agonist	10.1%	0.9%	1.5%	0.1%	x	3.9%

7) O=C(Cc1ccc(-n2cccc2)cc1)NC1CCCCCC1
8) CC(C)C[C@@H](CO)N1CCN(CCCc2ccccc2)CCC1=O
9) Cc1ccc(C)c(NC(=O)CCN2CCCCC2)c1
10) COc1ccccc1N(C)S(=O)(=O)c1ccc(C(=O)Nc2ccc(C(N)=O)cc2)cc1
11) O=c1cc(-c2ccccc2)nc(SCc2ccccc2F)[nH]1
12) O=C(CSCC(=O)Nc1nc(-c2ccc3c(c2)OCO3)cs1)Nc1nccs1

screen / no.	7	8	9	10	11	12
Glioma ERSR ind	-0.8%	-1.1%	-0.8%	-1.3%	-3.7%	1.9%
D1 ag	1.8	3.4	2.2	x	0.4	3.4
D2 PAM	12.8	7.6	-3.3	x	2.9	4.5
D1 antagonist	11.1	-2.9	-1.4	x	-4.6	5.3
RXFP1 antagonist	-6.2	x	5.7	-19.8	0.2	4.1
Vif-APOBEC3F blk	-3.2%	3.4%	10.1%	-22.0%	10.6%	-7.2%
D1 PAM	-4.1	-3.7	-0.8	x	-6.9	-5.6
Vif-APOBEC3G blk	-5.6%	-1.9%	1.1%	-2.7%	-8.6%	-5.6%
RXFP1 agonist	1.8%	-1.4%	-2.4%	x	-0.4%	1.5%

Part of the list above, set out differently.
Order of values – Glioma ERSR ind | D1 ag | D2 PAM | D1 antagonist | RXFP1 antagonist | Vif-APOBEC3F blk | D1 PAM | Vif-APOBEC3G blk | RXFP1 agonist
7. O=C(Cc1ccc(-n2cccc2)cc1)NC1CCCCCC1
    -0.8% | 1.8 | 12.8 | 11.1 | -6.2 | -3.2% | -4.1 | -5.6% | 1.8%
8. CC(C)C[C@@H](CO)N1CCN(CCCc2ccccc2)CCC1=O
    -1.1% | 3.4 | 7.6 | -2.9 | x | 3.4% | -3.7 | -1.9% | -1.4%
9. Cc1ccc(C)c(NC(=O)CCN2CCCCC2)c1
    -0.8% | 2.2 | -3.3 | -1.4 | 5.7 | 10.1% | -0.8 | 1.1% | -2.4%
10. COc1ccccc1N(C)S(=O)(=O)c1ccc(C(=O)Nc2ccc(C(N)=O)cc2)cc1
    -1.3% | x | x | x | -19.8 | -22.0% | x | -2.7% | x
11. O=c1cc(-c2ccccc2)nc(SCc2ccccc2F)[nH]1
    -3.7% | 0.4 | 2.9 | -4.6 | 0.2 | 10.6% | -6.9 | -8.6% | -0.4%

Next structures follow.
13) CC(CCc1ccccc1)NC(=O)COC(=O)c1cccc(N(C)C)c1 (centres undefined)
14) CC(NS(=O)(=O)/C=C/c1ccccc1)C(=O)NCCc1ccc(S(N)(=O)=O)cc1 (centres undefined)
15) CCOc1ccc(C2C3=C(Nc4nc(N)[nH]c(=O)c42)c2ccccc2C3=O)cc1 (centres undefined)
16) CCOC(=O)N1CCC(NC(=O)c2cccnc2SC)CC1
17) COc1ccc(Cl)cc1C(=O)Nc1ccccc1N1CCCCC1
18) CCOc1cc(C2C3=C(CCCC3=O)N(CC(=O)O)C3=C2C(=O)CCC3)ccc1OC

screen / no.	13	14	15	16	17	18
Glioma ERSR ind	-2.0%	-3.3%	-1.8%	0.3%	-5.1%	-3.6%
D1 ag	3.3	4.4	1.5	1.7	2.0	0.6
D2 PAM	6.2	-2.0	x	3.1	-2.9	x
D1 antagonist	-8.7	-13.9	12.6	-19.7	20.6	1.6
RXFP1 antagonist	3.7	-21.8	x	-9.7	1.1	-4.7
Vif-APOBEC3F blk	2.1%	4.3%	-0.2%	-1.2%	6.6%	-2.4%
D1 PAM	-0.9	-4.6	-0.2	3.1	1.8	1.4
Vif-APOBEC3G blk	0.1%	5.0%	-1.5%	1.3%	4.7%	0.5%
RXFP1 agonist	-1.4%	-0.5%	1.0%	-1.5%	-1.0%	3.5%

19) COc1ccccc1N(C)S(=O)(=O)c1ccc(Cl)c(C(=O)N2CCC2)c1
20) CC(C)[C@H]1C(=O)Nc2ccccc2N1C(=O)N[C@@H](Cc1ccccc1)C(=O)N[C@@H](Cc1ccccc1)C(=O)O
21) COc1cc(C(=S)N2CCN(c3ccccc3Cl)CC2)cc(O)c1O
22) Cc1cc(C(=O)O)cc(S(=O)(=O)Nc2c(C)nn(C)c2C)c1C
23) CCOc1ccc2ccccc2c1/C=N/NC(=O)CNC(=O)Cc1ccccc1
24) CN(C)CCN(CC1CCCN(Cc2ccccc2F)C1)C(=O)c1ccc(F)cc1 (centres undefined)

screen / no.	19	20	21	22	23	24
Glioma ERSR ind	-0.6%	-0.5%	-4.6%	-4.1%	-4.2%	-2.7%
D1 ag	0.5	0.2	11.9	x	0.9	2.3
D2 PAM	x	-17.2	-1.6	x	8.4	-12.5
D1 antagonist	-6.1	-31.3*	-24.9	x	2.5	-0.7
RXFP1 antagonist	4.0	x	-17.0	-24.2	2.0	0.2
Vif-APOBEC3F blk	0.1%	-1.2%	1.9%	-3.9%	-19.8%	0.5%
D1 PAM	1.7	0.0	-4.4	x	-1.8	0.0
Vif-APOBEC3G blk	1.5%	0.6%	-20.1%	5.1%	-17.8%	1.6%
RXFP1 agonist	2.1%	2.7%	-0.3%	x	-5.0%	2.0%

Screening data as filed in PubChem BioAssay.
